Assay outcomes: PubChem BioAssay, several laboratories
PLC-beta3 inh: blocks human PLC-beta3 enzyme activity | Purified PLC-beta3, fluorogenic substrate, fluorescence | 370,000 compounds, 0.18% hits | inhibition, % at 12.2 µM | Q01970; in the data active = inhibition above about 11%;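 also: 0% = median of compound wells on plate and 100% = full blocker control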
Tn6 DDE FP: DD(E)-Tn6 binding inhibition, primary FP screen. P02675. Fibrin DD(E) TRITC-Tn6 fluorescence polarization displacement. inhibition, % at 8.3 µM. 370,000 compounds, 0.21% hits. AID 720509;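 active = inhibition above a per-campaign cutoff: mean of compounds within control limits plus 3 SD, cut at about 15% in these data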;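 also: 0% = median of all compound wells on the plate and 100% = blocking peptide control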
ARFGAP1 inhibitor: inhibitors of rat ARFGAP1. 360,000 compounds, 0.26% hits. Arfgap1-stimulated ARF1 GTP hydrolysis, GDP FP detection. inhibition, % at 16.5 µM. Q62848;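 active = inhibition above a per-plate limit, mean inhibition of low control wells plus 3 SD, cut at about 25% in these data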;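 also: 0% = DMSO wells with enzyme and 100% = wells lacking Arfgap1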
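System: truncated rat Arfgap1 GAP domain / Medium: HEPES-based buffer, pH 7.5 / Also added: N-terminally truncated human ARF1-GTP substrate / Incubation: enzyme reaction 120 min at 25 °C after 20 min preincubation / Measured by: FP of antibody-bound GDP Alexa 633 tracer, ex 620/em 688 nm / Replicates: singlicate, each compound tested once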
DDE Tn7 FP inh: inhibitors of Tn7 peptide binding to human fibrin DD(E). 370,000 compounds, 0.13% hits. inhibition, % at 8.3 µM. P02675. FP displacement of FITC-Tn7 peptide from fibrin DD(E); 0% = median of compound wells per plate;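 active = inhibition above the mean of compounds falling within the control limits plus 3 SD of them, cut at about 14% in these data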;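 also: 0% = plate median of compound wells and 100% = 10 µM Aha-Tn7 peptide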
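Assay system: Fibrin-DD(E) protein isolated from polymerized human fibrin clots; read-out basis: percent inhibition; medium: Tris/NaCl/CaCl2 buffer, pH 7.8; signal: FP measurement; incubation: 10 min plus 3 h, room temperature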
HGIII-sPLA2 inh: Blocks human group III sPLA2 activity; QFRET BODIPY PC-A2 liposome hydrolysis, fluorescence; inhibition, % at 12.2 µM; 370,000 compounds, 0.56% hits;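 active = inhibition above mean plus 3 SD of compounds lying within the high and low control bounds, cut at about 19% in these data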;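 also: 0% = median of test compound wells and 100% = no enzyme DMSO wells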
ASAP1 inh: blocks human ASAP1-stimulated Arf1 GTP hydrolysis | 360,000 compounds, 0.19% hits | AID 624377 | Q9ULH1 | inhibition, % at 16.5 µM | GDP FP detection; in the data active = inhibition above about 25%;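 also: 0% = vehicle with enzyme and substrate and 100% = no enzyme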
UHRF1 binding: blocks human UHRF1 binding to methylated DNA | Q96T88 | UHRF1 binding to methylated oligo, TR-FRET | inhibition, % at 4.4 µM | 370,000 compounds, 0.75% hits | AID 687016; in the data active = inhibition above about 21%;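 also: UHRF1 SRA domain binding a hemimethylated CpG hairpin DNA probe; 0% = median of test compound wells and 100% = reference inhibitor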
NR1D1 modulator: Rev-erb alpha (human) modulation; activity, % at 10 µM; 370,000 compounds, 0.79% hits; AID 1259318; Rev-erbα–FITC-DNA binding, fluorescence polarization, 90 min;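 active = activity above about 14%, limit read from the data; passing the limit was not always enough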;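 also: 0% = DMSO wells with 35 nM protein and 100% = DMSO wells with 750 nM protein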
PLC-gamma1 inh: blocks human PLC-gamma1 enzyme activity | purified PLC-gamma1, fluorogenic substrate, fluorescence | 370,000 compounds, 0.84% hits | AID 720700 | P19174 | inhibition, % at 12.2 µM; in the data active = inhibition above about 9.5%
Target sequence (P19174 whole entry, looked up): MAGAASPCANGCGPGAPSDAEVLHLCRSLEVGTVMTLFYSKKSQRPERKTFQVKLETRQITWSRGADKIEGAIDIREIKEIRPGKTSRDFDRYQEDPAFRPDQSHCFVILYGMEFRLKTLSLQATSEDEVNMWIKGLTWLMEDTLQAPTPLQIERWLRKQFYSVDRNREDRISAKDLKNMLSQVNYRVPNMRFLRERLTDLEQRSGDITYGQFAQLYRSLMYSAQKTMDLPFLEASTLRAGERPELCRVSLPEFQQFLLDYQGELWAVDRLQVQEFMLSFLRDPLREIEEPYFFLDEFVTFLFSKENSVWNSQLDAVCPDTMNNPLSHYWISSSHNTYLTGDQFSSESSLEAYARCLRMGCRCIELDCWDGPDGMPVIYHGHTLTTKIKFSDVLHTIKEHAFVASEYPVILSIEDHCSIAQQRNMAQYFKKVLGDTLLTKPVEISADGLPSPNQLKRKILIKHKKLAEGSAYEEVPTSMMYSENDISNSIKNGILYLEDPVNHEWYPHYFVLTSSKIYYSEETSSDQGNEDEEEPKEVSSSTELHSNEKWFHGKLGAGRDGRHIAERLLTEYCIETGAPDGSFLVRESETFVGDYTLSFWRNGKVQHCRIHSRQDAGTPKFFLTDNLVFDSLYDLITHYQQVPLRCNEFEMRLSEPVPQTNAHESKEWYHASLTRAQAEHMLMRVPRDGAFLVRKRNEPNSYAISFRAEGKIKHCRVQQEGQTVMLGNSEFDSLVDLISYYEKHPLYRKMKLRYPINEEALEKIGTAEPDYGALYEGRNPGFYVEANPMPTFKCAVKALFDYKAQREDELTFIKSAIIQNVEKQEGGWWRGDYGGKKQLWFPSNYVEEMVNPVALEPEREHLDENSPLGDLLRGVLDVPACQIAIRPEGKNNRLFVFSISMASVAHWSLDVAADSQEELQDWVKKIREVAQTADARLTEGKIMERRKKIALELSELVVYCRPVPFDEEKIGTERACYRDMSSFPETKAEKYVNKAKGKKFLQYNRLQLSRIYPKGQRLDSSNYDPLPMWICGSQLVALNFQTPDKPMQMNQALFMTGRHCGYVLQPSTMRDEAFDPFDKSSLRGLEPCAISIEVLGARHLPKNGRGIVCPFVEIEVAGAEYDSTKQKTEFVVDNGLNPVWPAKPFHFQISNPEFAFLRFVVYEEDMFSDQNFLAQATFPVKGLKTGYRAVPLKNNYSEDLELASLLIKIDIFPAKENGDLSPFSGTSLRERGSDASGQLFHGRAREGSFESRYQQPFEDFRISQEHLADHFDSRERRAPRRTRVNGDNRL
KLK7 zymogen act: activates the human kallikrein-7 zymogen | P49862 | purified proKLK7, EDANS-DABCYL substrate fluorescence; 100% is mature enzyme control, 0% vehicle | activation, % at 7 µM | 370,000 compounds, 0.9% hits | AID 652039;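 active = activation above the mean of all tested compounds plus 3 SD, computed per campaign excluding outliers beyond control limits, cut at about 13% in these data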
* hit, by the source's call; i = inactive; nt = not tested or not shown.

ASAP1 inh | SMILES | HGIII-sPLA2 inh | ARFGAP1 inhibitor | DDE Tn7 FP inh | Tn6 DDE FP | NR1D1 modulator | PLC-gamma1 inh | KLK7 zymogen act | PLC-beta3 inh | UHRF1 binding
-2 | Cc1ccc(C(C#N)c2ccc3c(C(F)(F)F)cc(C(F)(F)F)nc3n2)cc1 (stereo unspecified) | -4 | 1 | 4 | 2 | -1 | -2 | -0.2 | 1 | -1
-8 | CCOc1cc(NC(=S)Nc2ccccc2OC)c(OCC)cc1NC(=O)c1ccccc1C | 8 | -9 | 1 | -3 | -4 | -1 | -0.1 | 0 | -4
11 | COc1ccc(-c2ccc(-c3noc(-c4cccc(OC)c4)n3)c(OC)n2)cc1 | 10 | 15 | 0 | -3 | 52* | 2 | 0.6 | -6 | 4
-3 | Cc1c(O)cnc2nn(-c3ccccc3)c(=N)n12 | 12 | 13 | 0 | -2 | -7 | i | 40* | i | 3
0 | O=C(c1ccccc1NS(=O)(=O)c1ccccc1[N+](=O)[O-])N1CCOCC1 | -2 | 1 | -8 | 5 | 1 | 3 | -0.1 | 2 | -3
0 | CCOc1ccccc1NC(=S)N1CCC(NC(=O)c2ccco2)CC1 | 2 | 5 | -3 | -3 | -2 | 4 | -0.2 | 0 | -2
-11 | Nc1nc(=S)n(-c2ccccc2)[nH]1 | 5 | 14 | -4 | 13 | 0 | -1 | 0.1 | -4 | 12
-13 | O=C(O)CCc1cccnc1 | 8 | -6 | -2 | 10 | 0 | 0 | 0.3 | -4 | 1
10 | CCCCNC(=O)C(NC(=O)c1ccc2ccccc2c1)C(=O)c1ccccc1 (stereo unspecified) | -8 | -2 | 0 | 2 | 1 | 2 | 0.1 | 3 | -1
-9 | O=C(NCc1cccnc1)Nc1ccccc1F | 1 | 4 | -2 | 0 | 6 | 1 | -0.8 | -3 | 2
0 | Cc1ccccc1Cn1c(NC2CCCC2)nc2c1c(=O)[nH]c(=O)n2C | -2 | 1 | -5 | 0 | -6 | 1 | 0.7 | -6 | 0
1 | CCOc1ccccc1CNC(=O)CCCc1cn(C)c2ccccc12 | -19 | 8 | 3 | 1 | 3 | 1 | 0.1 | 0 | -1
1 | Cc1ccnc(NS(=O)(=O)c2ccc(NC(=O)C3CCCNC3=O)cc2)n1 (stereo unspecified) | 0 | -13 | 3 | -6 | 0 | -2 | 0.5 | -3 | 0
8 | COC(=O)c1cccc(NCN2C(=O)c3ccccc3C2=O)c1 | 9 | 6 | -5 | 2 | 3 | -4 | 0.9 | -4 | -1
2 | O=C(C/C=N\OCc1ccc([N+](=O)[O-])cc1)Nc1ccc(F)cc1F | -18 | -4 | 0 | 0 | -3 | 4 | 0.4 | -1 | 0
4 | C/C(=N\N=C1/NC(=O)C(C)S1)c1ccc([N+](=O)[O-])cc1 (stereo unspecified) | -8 | 6 | 0 | -7 | 3 | 2 | -0.3 | 2 | 1
4 | Cc1ccccc1NC(=O)NNC(=O)c1ccc2ccccc2c1O | 39* | 19 | 2 | -1 | 2 | -72 | -0.2 | -113 | -2
-5 | C=CCNc1nnc(SCC(=O)N2CCC(C(N)=O)CC2)s1 | 4 | -2 | -6 | -6 | -2 | 2 | -0.3 | 4 | -4
1 | Cc1noc(C)c1CSCC(=O)N(CCC(C)C)c1c(N)n(Cc2ccccc2)c(=O)[nH]c1=O | 4 | -6 | -1 | 5 | 0 | -2 | 0.3 | -3 | 0
19 | CCOC(=O)C1(Nc2nccs2)Sc2ccccc2NC1=O (stereo unspecified) | 4 | 7 | 1 | 5 | 8 | 2 | 0.0 | -2 | 1
2 | CC(=O)c1cnc(-c2cccc(Cl)c2)s1 | 4 | 12 | 3 | 2 | 1 | 2 | 0.9 | -6 | 37*
-2 | CC(=O)OCC1OC(OC(C)=O)C(NC(=O)c2cccnc2)C(OC(C)=O)C1OC(C)=O (stereo unspecified) | -3 | 9 | -2 | 2 | -6 | 0 | -0.1 | 4 | -1
-16 | COc1ccc(S(=O)(=O)Nc2c(C)nc3nc[nH]n3c2=O)cc1 | 6 | -10 | -4 | 2 | -3 | -1 | -0.3 | -1 | 7
1 | CCOC(=O)C1=C(C)c2ccccc2OC1C(=O)OCC (stereo unspecified) | 10 | -4 | -1 | 0 | 1 | 1 | -0.2 | -2 | -1
-2 | CCOC(=O)CSc1nc(N2CCOCC2)c2c(c1C#N)CC(C)(C)OC2 | -2 | -6 | -3 | -3 | -2 | -28 | 2.3 | -51 | -2
2 | Cc1nnc(N2CCN(c3ccccc3)CC2)[nH]c1=O | -2 | 15 | 0 | 0 | 0 | -2 | -0.1 | 0 | 14
3 | CS(=O)(=O)Nn1cnc2ccccc2c1=O | 2 | -7 | 2 | 5 | 1 | 1 | -0.4 | -1 | 2
-3 | Cc1ccc(OCC(=O)N2N=C(c3ccc(Cl)cc3)CC2c2ccco2)c([N+](=O)[O-])n1 (stereo unspecified) | -10 | -4 | -1 | -3 | -5 | -1 | 0.7 | 5 | -1
5 | COc1ccc(-c2cncnc2-c2ccc(OC)cc2O)cc1 | 4 | 2 | 6 | 1 | 3 | -1 | -0.3 | -7 | 2
-2 | CC(C)C(=O)NCCc1nc2ccccc2n1CCCOc1ccc(Cl)cc1 | -14 | -1 | 2 | 14 | -4 | 3 | 0.6 | -1 | 0

Additional structures follow:
ASAP1 inh | SMILES | HGIII-sPLA2 inh | ARFGAP1 inhibitor | DDE Tn7 FP inh | Tn6 DDE FP | NR1D1 modulator | PLC-gamma1 inh | KLK7 zymogen act | PLC-beta3 inh | UHRF1 binding
-2 | CC(=O)N1CCN(S(=O)(=O)c2cccc(C(=O)Nc3ccc(C)cn3)c2)CC1 | 0 | -8 | -5 | -3 | 1 | 3 | 0.1 | -3 | 2
-1 | Cc1ccc(NC(=O)c2ccc3c(c2)CCN3S(C)(=O)=O)cc1 | -1 | 5 | -9 | -1 | -7 | -3 | -0.1 | -4 | -3
3 | COc1ccc(N2CCN(Cc3nc4c(c(=O)n(C)c(=O)n4C)n3Cc3ccccc3C)CC2)cc1 | 9 | 6 | -5 | -2 | -3 | 0 | -0.2 | -1 | -1
9 | COc1cc(C(=O)N2CCN(C)CC2)cc(OC)c1OC | -3 | 2 | -3 | -6 | 2 | 2 | -0.3 | -6 | -2
3 | CCc1cccc(C)c1NC(=S)N(CCN(C)C)Cc1cccs1 | -2 | 3 | -4 | 8 | -2 | 0 | 0.2 | 0 | -1
6 | COC(=O)NC1CSCC1OC(=O)CN1C(=O)c2ccccc2C1=O (stereo unspecified) | 6 | 4 | -10 | -7 | 2 | 5 | 0.5 | 0 | 2
10 | O=S(=O)(CCc1nc2ccccc2o1)c1ccc(Cl)c(Cl)c1 | 0 | 10 | -3 | 0 | -12 | 0 | -0.6 | 3 | 0
4 | Cc1cc(C)nc(-n2nc(C)c(Br)c2Nc2ccc(Br)cc2)n1 | 3 | 6 | 1 | 7 | -2 | 0 | 0.3 | -1 | 1
-2 | N#C/C(=C\C1=C(N2CCOCC2)C(=C\c2ccc(Cl)cc2)/CC1)C(=O)Nc1ccccc1F | 5 | -5 | 2 | -3 | 9 | -7 | -0.4 | -4 | 3
-4 | COc1ccc(NC(=O)CS(=O)CC(=O)Nc2ccc(-n3cnnn3)c(C)c2)cc1 (stereo unspecified) | -2 | 5 | 0 | -7 | -4 | 3 | -0.7 | -2 | 1
14 | CCc1nc2c(OCc3ccc(OC(F)F)cc3)cccn2c1N(C)C(=O)c1cccs1 | -4 | 8 | -7 | 5 | -1 | -2 | 0.7 | 1 | -5
nt | C=CCn1c(Cc2cccs2)nnc1SCC(=O)Nc1ccc2c(c1)OCO2 | -5 | nt | 0 | 3 | 4 | 1 | -0.8 | 2 | 2
-1 | Cc1nc2c(ccc3nc(NC(=O)c4ccc(S(=O)(=O)N(C)C)cc4)sc32)s1 | 9 | -11 | 4 | 1 | 10 | -4 | -0.2 | -7 | 3
0 | CC(C)(C)OC(=O)[C@H](Cc1ccccc1)NC(=O)c1[nH]cnc1C(=O)Nc1ccccc1F | -20 | 8 | 9 | 2 | -8 | 2 | 0.3 | 1 | -1
12 | CN(CC(=O)Nc1ccccc1Cl)C(=O)Cn1cc(C(F)(F)F)ccc1=O | 3 | -5 | -3 | 4 | 6 | 0 | -0.2 | -7 | 1
-4 | Cc1oc2ccc(OCc3ccccc3F)cc2c1C(=O)O | 2 | -7 | 3 | 2 | 0 | 0 | -0.3 | -3 | 4
10 | O=C(/C=C/c1ccc([N+](=O)[O-])cc1)NCCSc1ccccc1 | -11 | -14 | 1 | 0 | 0 | 7 | -0.1 | 6 | 4
-1 | Cc1ncsc1CCC(=O)N1CCCC(Nc2ccc(F)c(F)c2)C1 (stereo unspecified) | 6 | -4 | 2 | 5 | 7 | 2 | -0.6 | -6 | 0
-8 | COc1cccc(NC(=O)COc2cccc3c2CCNC3=O)c1 | 5 | -4 | 5 | 9 | -6 | 4 | 0.3 | 8 | -4
-6 | N=c1sccn1CC(=O)N1CCc2ccccc21 | 1 | 4 | 8 | 3 | 3 | 1 | -0.2 | 4 | -2
2 | CCn1c(CN2CCN(c3ccc(Cl)cc3)CC2)nc2ccccc21 | -1 | 10 | -6 | 1 | 3 | -5 | 0.6 | -3 | 0
4 | CSc1nc2n(n1)C(c1cc(Br)ccc1F)C(C(=O)N(C)C)=C(C)N2 (stereo unspecified) | 0 | -2 | -1 | 0 | 3 | -3 | 0.5 | -5 | -1
-3 | COc1ccccc1-c1ccc(SCc2ccc(F)cc2)nn1 | -9 | 5 | -3 | 1 | -3 | 2 | -0.3 | -3 | 0
nt | Cc1onc(C(=O)N2CCN(C(c3ccc(Cl)cc3)c3ccc(Cl)cc3)CC2)c1[N+](=O)[O-] | -36 | nt | 1 | -5 | 2 | 2 | nt | 1 | 0
6 | COc1ccc(C2CC(=O)N3CN(Cc4ccco4)CSC3=C2C#N)cc1 (stereo unspecified) | -11 | -14 | 6 | -9 | 0 | -7 | 0.3 | -5 | -10
-15 | COc1cccc(CN(C)C(=O)c2ccc(NC(=O)CC3SC(N4CCCC4)=NC3=O)cc2)c1OC (stereo unspecified) | -2 | -5 | 3 | 5 | 2 | 1 | 0.8 | 2 | -2

Reformatted in CSV form: entries from further up.
SMILES,ASAP1 inh,HGIII-sPLA2 inh,ARFGAP1 inhibitor,DDE Tn7 FP inh,Tn6 DDE FP,NR1D1 modulator,PLC-gamma1 inh,KLK7 zymogen act,PLC-beta3 inh,UHRF1 binding
O=C(C/C=N\OCc1ccc([N+](=O)[O-])cc1)Nc1ccc(F)cc1F,2,-18,-4,0,0,-3,4,0.4,-1,0
Cc1ccccc1NC(=O)NNC(=O)c1ccc2ccccc2c1O,4,39*,19,2,-1,2,-72,-0.2,-113,-2
CCOc1ccccc1NC(=S)N1CCC(NC(=O)c2ccco2)CC1,0,2,5,-3,-3,-2,4,-0.2,0,-2
Cc1ccc(C(C#N)c2ccc3c(C(F)(F)F)cc(C(F)(F)F)nc3n2)cc1 (stereo unspecified),-2,-4,1,4,2,-1,-2,-0.2,1,-1

Some entries already given, limited to PLC-gamma1 inh and KLK7 zymogen act:
Compound	PLC-gamma1 inh	KLK7 zymogen act
Cc1oc2ccc(OCc3ccccc3F)cc2c1C(=O)O	0	-0.3
CSc1nc2n(n1)C(c1cc(Br)ccc1F)C(C(=O)N(C)C)=C(C)N2 (stereo unspecified)	-3	0.5
